Screening results deposited in PubChem BioAssay by National Center for Advancing Translational Sciences (NCATS).
EPAC2 antagonist = antagonists of human EPAC2; Potency, µM (titrated, usually from 114 µM), inactives show at the highest dose activity, negative = inhibition, actives largely listed as inhibitors; 360,000 tested, 0.18% active; Q8WZA2; EPAC2 GEF exchange of Rap1B-BODIPY-GDP, fluorescence; also: potency is read from the fitted curve at half-maximal effect; % is scaled to controls: 0 for no effect and ±100 for the full control effect; nearly all actives have a fitted effect of over 45% in size; many of its hits are not listed in these tables
Target sequence (Q8WZA2 whole entry, looked up): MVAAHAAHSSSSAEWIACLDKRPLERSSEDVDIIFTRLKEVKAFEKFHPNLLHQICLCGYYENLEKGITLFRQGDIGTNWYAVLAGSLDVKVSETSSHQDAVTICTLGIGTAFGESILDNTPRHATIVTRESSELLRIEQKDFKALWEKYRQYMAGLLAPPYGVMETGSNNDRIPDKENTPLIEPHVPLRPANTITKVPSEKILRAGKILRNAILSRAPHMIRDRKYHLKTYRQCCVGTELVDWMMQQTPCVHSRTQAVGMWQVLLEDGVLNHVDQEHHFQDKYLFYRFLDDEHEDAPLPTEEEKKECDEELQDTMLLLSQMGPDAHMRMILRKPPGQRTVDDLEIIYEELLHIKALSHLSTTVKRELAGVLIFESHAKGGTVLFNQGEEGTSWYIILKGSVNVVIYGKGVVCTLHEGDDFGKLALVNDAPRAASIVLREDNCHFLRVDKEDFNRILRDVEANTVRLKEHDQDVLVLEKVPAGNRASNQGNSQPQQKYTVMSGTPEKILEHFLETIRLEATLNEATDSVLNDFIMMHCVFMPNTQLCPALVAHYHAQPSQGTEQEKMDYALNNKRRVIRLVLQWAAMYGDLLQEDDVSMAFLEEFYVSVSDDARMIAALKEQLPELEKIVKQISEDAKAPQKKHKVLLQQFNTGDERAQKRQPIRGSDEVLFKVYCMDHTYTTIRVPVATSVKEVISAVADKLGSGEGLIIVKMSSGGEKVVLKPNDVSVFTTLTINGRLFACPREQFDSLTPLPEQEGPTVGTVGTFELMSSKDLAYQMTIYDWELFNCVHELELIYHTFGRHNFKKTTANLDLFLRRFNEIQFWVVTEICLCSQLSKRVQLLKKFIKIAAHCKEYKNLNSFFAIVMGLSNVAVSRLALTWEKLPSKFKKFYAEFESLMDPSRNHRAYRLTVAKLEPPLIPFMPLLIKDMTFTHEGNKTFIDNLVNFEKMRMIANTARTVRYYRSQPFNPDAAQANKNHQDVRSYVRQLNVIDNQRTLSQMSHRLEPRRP
TGFb inhibitor = inhibitors of TGF-b signaling; 410,000 tested, 1.2% active; Potency, µM (top dose mostly 46.1 µM), for inactives: at the top dose activity, negative = inhibition, most hits filed as inhibitors; AID 588855; HepG2 CAGA-GFP TGF-b/SMAD3 reporter, GFP fluorescence, 18 h; TGF-beta stimulated, 500 pg/mL final; also: potency is read from the fitted curve at half-maximal effect; % is scaled to controls: 0 for no effect and ±100 for the full control effect; nearly all actives have a fitted effect of over 65% in size
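Using HEPG2 CAGA-GFP reporter cells at 1000 cells/well, we pinned test compounds, stimulated with recombinant TGF-beta (500 pg/mL final) and measured total well GFP after 18 h.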
MmCpn inh = inhibitors of Methanococcus maripaludis chaperonin (MmCpn). AID 504842. Potency, µM (doses to about 76.9 µM), for inactives: at the highest dose activity, negative = inhibition, actives largely listed as inhibitors. purified Mm-Cpn ATPase, ADP Transcreener TR-FRET. 330,000 tested, 0.031% active; also: potency is read from the fitted curve at half-maximal effect; % is scaled to controls: 0 for no effect and ±100 for the full control effect; nearly all actives have a fitted effect of over 80% in size
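ATPase turnover read by TR-FRET ADP competition (Eu cryptate antibody/ADP-d2, 665/590 nm): 10uM ATP final, 25nM Mm-CPN final, 30 min 37degC after 10-min compound preincubation, pH 7.4 Tris/KCl/MgCl2/DTT buffer.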
A549 tox = A549 cytotoxicity, counter-screen for Nrf2 inhibitors | 390,000 tested, 0.16% active | AID 504648 | A549 ARE-Fluc cells, CellTiter-Fluor viability, 18-24 h | Potency, µM (highest dose often 46 µM), for inactives: at the top dose activity change, negative = cytotoxicity, usual class: inhibitors; also: potency is read from the fitted curve at half-maximal effect; % is scaled to controls: 0 for no effect and ±100 for the full control effect
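A549 ARE_Fluc cells in 5% FBS OPTI-MEM were exposed to compounds in concentration-response for 18-24 h at 37 deg C. Viability was read by CellTiter-Fluor fluorescence (Ex 405/Em 525) after 30 min, before the luciferase read.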
Nrf2 activator = activators of Nrf2 (ARE) signaling; AREc32 ARE-luciferase reporter (MCF7-derived line), luminescence, 24 h; Potency, µM (highest dose often 46.1 µM), inactives show top-dose activation, most hits filed as activators; 410,000 tested, 0.31% active; also: potency is read from the fitted curve at half-maximal effect; % of control where 0% means no effect; nearly all actives have a fitted effect of over 65% in size
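Cells of the AREc32 ARE-luciferase line are plated in OPTI-MEM containing 5% FBS and left overnight at 37 deg C. Compounds are pinned in, incubation continues 24 hr, and firefly luciferase signal is then measured.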
Nrf2 block = blocks Nrf2 signaling | A549 ARE-Fluc reporter, luciferase luminescence, 18-24 h | Potency, µM (doses to about 46 µM), for inactives: top-dose activity change, negative = inhibition, usual class: inhibitors | 360,000 tested, 2.1% active; also: potency is read from the fitted curve at half-maximal effect; % is scaled to controls: 0 for no effect and ±100 for the full control effect; nearly all actives have a fitted effect of over 60% in size
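Cells were seeded and rested 2 h, then exposed to compounds for 18-24 h. CellTiter-Fluor was read first as a viability measure. BugLite was added 15 min before the final luminescent read of ARE-luciferase activity in A549 cells.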
CCT chaperon mod = changes cytosolic chaperonin activity; purified chaperonin ATPase assay, HTRF ADP detection, 30 min; activity change, % (test concentration not listed), hits read low; 360,000 tested, 0.3% active; in the data active = activity change below about -30%; also: % is scaled to controls: 0 for no effect and ±100 for the full control effect
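TRiC (40 or 20 nM final, by batch activity) in 30 mM Tris pH 7.4, 100 mM KCl, 5 mM MgCl2, 1 mM DTT was treated with compound at 76 uM single dose, then 10 uM ATP, 30 min at 37 °C. ADP was read by HTRF Transcreener.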
pAkt inh = inhibitors of Akt phosphorylation. activity change, % for hits at 50 µM. AID 651550. Neuro2A IGF-stimulated pAkt S473 HTRF, 20 min; hits give low values. 360,000 tested, 0.32% active; in the data active = activity change below about -80%; inconclusive = mostly about -51% to -80%; also: % is scaled to controls: 0 for no effect and ±100 for the full control effect
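Neuro2A cells (4,500/well, DMEM with 0.5% FBS) were treated with compound at a single 50 µM final concentration, stimulated with 6 nM IGF for 20 min at 37 °C, and lysed. Phospho-Akt Ser473 was read by HTRF as 665/615 ratio ×10^4.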
EPAC2 ag = activates human EPAC2 exchange factor; 360,000 tested, 0.079% active; Q8WZA2; Potency, µM (series often up to 154 µM), without a hit: top-dose activation, usual class: activators; EPAC2 activation, biochemical qHTS; response scale: 100% = 6.5 mM cAMP response; also: potency is read from the fitted curve at half-maximal effect; nearly all actives have a fitted effect of over 50% in size
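Compounds were titrated in qHTS against a Rap1B-BODIPY-GDP (250 nM) complex with EPAC2 (100 nM) and GDP (50 uM). BODIPY-GDP release tracked at 480/540 nm over 30 min at room temperature, normalized to 6.5 mM cAMP.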
The depositor's hits bear a star; i = inactive; ? = inconclusive; . = not tested or not shown; & = joins results of further samples; [ ] = remark or other dose. Unless noted, calls follow the shape of the dose curve; as a rule, active = well fitted curve in the direction sought with a large enough effect; inconclusive = small, poorly fitted or top-dose-only effect, or another doubt; inactive = no such curve, though single readings can be large; an effect the other way counts as inactive or inconclusive. A portion of the library; rates above refer to the full screens.

SMILES | EPAC2 antagonist | TGFb inhibitor | MmCpn inh | A549 tox | Nrf2 activator | Nrf2 block | CCT chaperon mod | pAkt inh | EPAC2 ag
COc1cccc(CNS(=O)(=O)c2ccc(-n3cnnn3)c(C)c2)c1 | 0% | -23% | -13% | 0% | -0.7% | -2% | -0.8 | i | 11%
C[C@]12CCC(=O)C=C1CC[C@@H]1[C@@H]2[C@@H](O)C[C@@]2(C)[C@H]1CC[C@]2(O)C(=O)COC(=O)CCC(=O)O | 14%&13% | 11%&-10% | 1%&-3% | -9%&-13% | 0.3%&0.4% | 0.33µM* | 0.7&-0.4 | i | 2%&7%
Cc1[nH]n(-c2ccccc2)c(=O)c1N=Nc1ccccc1C(=O)N1CCCCC1 | 5% | 22% | 0% | 7% | -0.5% | 6% | 1.1 | i | 4%
O=C(COCc1cc(-c2ccco2)on1)Nc1cc(Cl)ccc1O | . | ? | . | 9% | ? | ? | . | . | .
CCNC(=S)N1C2CCC1CC(NC(=O)NC1CCCCC1)C2 (configuration not stated) | -2% | -13% | 1% | 3% | -0.7% | -16% | 2.5 | i | 8%
O=C(c1cccs1)n1nc(-c2ccccc2)nc1NCc1ccc(F)cc1 | -8% | -9% | 3% | 7% | -0.7% | . | -0.5 | . | 4%
Cc1ccc(/C=c2\sc3n(c2=O)CN(c2ccc(Br)cc2)CN=3)o1 | 0% | 0% | -6% | -19% | 5.3% | -6% | 2.3 | i | -4%
Cc1cc(C)n(C(=O)Cn2nc(C)c(Cl)c2C)n1 | 8% | 6% | 0% | -16% | -0.8% | -16% | -2.1 | i | 3%
Cc1[nH]c2ccccc2c1SCC(=O)N1CCCCCC1 | -7% | -21% | 0% | -2% | -0.8% | -6% | -0.7 | i | 8%
COc1ccccc1NC(=O)C1CCCN(S(=O)(=O)c2cnc[nH]2)C1 (configuration not stated) | 4% | -9% | 1% | 0% | 0.0% | -6% | -4.6 | i | 8%
CS(=O)(=O)N1CCN(c2ccc(Cl)cc2[N+](=O)[O-])CC1 | 4% | -2% | -2% | -5% | -0.4%[9.22 µM] | -9% | -1.4 | i | -6%
C=C(C)CSc1nc2c(c(=O)[nH]c(=O)n2C)n1Cc1ccccc1 | 5% | 0% | 1% | 6% | 1.7% | 5.8µM* | -1.0 | i | 5%
CCOC(=O)c1c(NC(=O)/C=C/c2ccco2)sc(C)c1C | 11% | 21% | 0% | 4% | ? | 30% | -0.2 | i | -13%
CCOc1ccc(OCCC(=O)OCC(=O)NCc2ccccc2)cc1 | -11% | 4% | -8% | 2% | -0.4% | -3% | -0.6 | i | -1%
O=C(Nc1cccc(C(=O)N2CCN(c3ccc(F)cc3)CC2)c1)c1ccccc1 | 1% | -4% | -1% | -4% | -0.5% | ? | -0.3 | i | 8%

Arranged by number of heavy atoms (largest number first): some entries from above
SMILES | EPAC2 antagonist | TGFb inhibitor | MmCpn inh | A549 tox | Nrf2 activator | Nrf2 block | CCT chaperon mod | pAkt inh | EPAC2 ag
C[C@]12CCC(=O)C=C1CC[C@@H]1[C@@H]2[C@@H](O)C[C@@]2(C)[C@H]1CC[C@]2(O)C(=O)COC(=O)CCC(=O)O | 14%&13% | 11%&-10% | 1%&-3% | -9%&-13% | 0.3%&0.4% | 0.33µM* | 0.7&-0.4 | i | 2%&7%
O=C(c1cccs1)n1nc(-c2ccccc2)nc1NCc1ccc(F)cc1 | -8% | -9% | 3% | 7% | -0.7% | . | -0.5 | . | 4%
CCNC(=S)N1C2CCC1CC(NC(=O)NC1CCCCC1)C2 (configuration not stated) | -2% | -13% | 1% | 3% | -0.7% | -16% | 2.5 | i | 8%
CCOC(=O)c1c(NC(=O)/C=C/c2ccco2)sc(C)c1C | 11% | 21% | 0% | 4% | ? | 30% | -0.2 | i | -13%
Cc1cc(C)n(C(=O)Cn2nc(C)c(Cl)c2C)n1 | 8% | 6% | 0% | -16% | -0.8% | -16% | -2.1 | i | 3%

Remaining list, next part
SMILES | EPAC2 antagonist | TGFb inhibitor | MmCpn inh | A549 tox | Nrf2 activator | Nrf2 block | CCT chaperon mod | pAkt inh | EPAC2 ag
Cc1cc(Cl)ccc1Oc1ncc(-c2ccc(Cl)cc2)cn1 | -16% | ? | 1% | -21% | 0.1% | ? | 0.7 | i | 2%
CCCCn1c(SCC(=O)OC)nc2c1c(=O)n(C)c(=O)n2C | 3% | -9% | 1% | -2% | 0.6% | . | -2.8 | i | 3%
OCCNc1nc(NCc2ccccc2)c2ccccc2n1 | 11% | -4% | 1% | 0% | 0.2% | 0% | 0.5 | i | 3%
CC(=O)Nc1ccc(C(=O)CSc2cc(C)c3cccc(C)c3n2)cc1 | 0% | -4% | -3% | 8% | 2.4% | 4% | -2.0 | i | 5%
Oc1ccc(/C=N/n2cc(-c3ccccc3)[nH]c2=S)cc1 | -3% | 16% | 0% | 10% | 9.6% | 16% | -3.3 | i | 9%
Cc1sc2ncnc(OCC(=O)NC3CCS(=O)(=O)C3)c2c1C (configuration not stated) | 4% | -10% | -1% | 6% | -0.4% | 2% | -0.5 | i | 11%
Cc1ccccc1NC(=O)Nc1nc(C(N)c2ccccc2)cs1 (configuration not stated) | -9% | 0% | . | . | 7.5% | . | -0.8 | i | 13%
COc1ccc(/C(N)=N/OC(=O)c2c(-c3ccccc3Cl)noc2C)cc1OC | -6% | -12% | -2% | ? | -0.8% | ? | -3.4 | i | -5%
Cc1noc(C)c1COc1ccccc1C(=O)N(C)Cc1ccco1 | 3% | -17% | -2% | -4% | -0.7% | 10% | -0.5 | i | -1%
OCc1cn(-c2ccccc2)nn1 | -7% | -1% | 2% | 0% | -1.0% | ? | -1.6 | i | 7%
O=S(=O)(Nc1ccccc1N1CCOCC1)c1ccc(F)c(Cl)c1 | -19% | 0% | 1% | -2% | 1.8% | -4% | -1.3 | i | -1%
CCCCC[C@H](C)N1C[C@@H](COCc2ccccc2)Oc2cc(N3CCC[C@@H]3CO)ccc2S1(=O)=O | 11% | . | . | . | -0.6% | . | -0.1 | i | 1%
COc1ccc(/C=C/C(=O)c2cc(Cl)ccc2O)c(OC)c1 | -10% | -11% | 1% | -1% | ? | -11% | 0.7 | i | 4%
COCOCCn1cc(CN2CCS(=O)(=O)N(Cc3ccc(-c4cccc(CO)c4)cc3)C(C)C2=O)nn1 (configuration not stated) | 9% | 4% | . | . | 0.5% | . | 0.1 | i | -4%
CC(=O)Nc1ccc(C(=O)NNC(=O)c2cc([N+](=O)[O-])cc([N+](=O)[O-])c2)cc1 | -5% | 7% | 0% | -9% | -0.2% | -17% | 0.1 | i | 18%
O=C1CC(c2ccc(O)cc2)Oc2cc(O)ccc21 (configuration not stated) | -2% | -10% | . | 2% | 8.1% | -18% | -2.6 | i | 8%
O=c1[nH]cc(O)c(=O)[nH]1 | -5% | 23% | 0% | 1% | 0.4% | -27% | -2.9 | i | 10%
O=C(O)C(Cc1ccccc1)NS(=O)(=O)c1ccc2c(c1)OCCO2 (configuration not stated) | -13% | 1% | 0% | -10% | -0.8% | -4% | 0.3 | i | -4%
CC(C)(C)C(=O)O/N=C(\N)c1ccc(Br)cc1 | 1% | 5% | 3% | -6% | 3.5% | 5% | -1.2 | i | 10%
CC(=O)Nc1ccc(S(=O)(=O)NNC(=O)COc2cc(C)ccc2C(C)C)cc1 | 4% | 5% | . | 1% | 1.8% | -7% | 0.7 | i | 4%
CCC(CC)NC(=O)CSc1nnc(-c2ccc(OC)cc2)n1C(C)C | 4% | -1% | . | -3% | 0.0% | -18% | -0.7 | i | -7%
O=C1c2cccc(Sc3ccccc3)c2C(=O)c2c(Sc3ccccc3)cccc21 | -9% | 10% | -12% | 2% | 2.9% | 11% | 1.2 | i | 10%
CCOC(=O)c1ccc2nc(C)c(C)nc2c1 | 0% | -8% | 1% | 1% | 2.9% | 17% | -2.3 | i | 5%
O=C(NCC(=O)N1CCCC(C(F)(F)F)C1)c1ccccc1Br (configuration not stated) | -11% | 2% | -1% | 3% | 1.8% | 3% | -0.4 | i | 1%
Clc1cnc(N/N=C/c2cccs2)c(Cl)c1 | 12% | -2% | 1% | -23% | ? | ? | 2.5 | -104%* | -4%
CC(O)[C@H]1CC[C@H]2[C@@H]3CC[C@H]4C[C@@H](O)CC[C@]4(C)[C@H]3C(=O)C[C@]12C (some centres not stated) | 0% | 2% | 0% | -2% | 0.1% | 3% | -2.9 | i | 6%
c1ccc(OCCSc2nnnn2C2CCCCC2)cc1 | -1% | 22% | 1% | 11% | 2.1% | . | -2.9 | -112%* | 7%
COc1ccc(C(=O)OCC(=O)Nc2ccc(N3CCOCC3)cc2)cc1OC | 7% | 4% | -2% | -5% | -1.0% | 9% | -1.0 | i | 4%
CCOC(=O)N1CCN(C(=O)c2cccn3c(=O)c4cc(Cl)ccc4nc23)CC1 | 4% | -12% | 0% | 10% | -0.8% | . | -3.3 | . | -6%
O=C1c2ccccc2-c2c1c1ccccc1c(=O)n2-c1ccccc1 | 10% | 0% | . | -6% | 0.2% | -2% | -2.4 | i | 1%
Cc1cccc2c(=O)c(C(=O)NCCc3ccccc3)c[nH]c12 | -17% | -2% | -2% | 0% | 3.5% | 1% | -5.2 | i | -1%
CCn1c(NC(=O)c2ccc(COc3ccc(C)cc3[N+](=O)[O-])o2)nc2ccccc21 | 7% | -17% | -1% | -2% | -0.4% | ? | -1.3 | i | -2%
